TR-FRET SRC-2 ct: TR-FRET signal artefacts, primary screen, artefact control for PPARgamma SRC-2 agonist project, biochemical; TR-FRET ratio at 8 µM; actives 0.4% (n = 200,000); TR-FRET artefact counter-screen; stronger effect = higher value; AID 1049, 2008; in the data active means TR-FRET ratio above about 2000; further: inactives centre near 1500
TLR4-MyD88 BLA: inhibitors of TLR4-MyD88 association in cells, primary screen, cell-based, HeLa CL3-4, BLA complementation, FRET ratio; Toll-like receptor 4 (Homo sapiens) + Myeloid differentiation primary response protein …; HeLa CL3-4 TLR4/MyD88 BLA complementation; inhibition, % at 8.4 µM; actives 0.18% (n = 200,000); in the data active means inhibition above about 25%;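 further: 0% = vehicle and 100% = reference inhibitor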
Target sequence (O00206 whole entry, looked up): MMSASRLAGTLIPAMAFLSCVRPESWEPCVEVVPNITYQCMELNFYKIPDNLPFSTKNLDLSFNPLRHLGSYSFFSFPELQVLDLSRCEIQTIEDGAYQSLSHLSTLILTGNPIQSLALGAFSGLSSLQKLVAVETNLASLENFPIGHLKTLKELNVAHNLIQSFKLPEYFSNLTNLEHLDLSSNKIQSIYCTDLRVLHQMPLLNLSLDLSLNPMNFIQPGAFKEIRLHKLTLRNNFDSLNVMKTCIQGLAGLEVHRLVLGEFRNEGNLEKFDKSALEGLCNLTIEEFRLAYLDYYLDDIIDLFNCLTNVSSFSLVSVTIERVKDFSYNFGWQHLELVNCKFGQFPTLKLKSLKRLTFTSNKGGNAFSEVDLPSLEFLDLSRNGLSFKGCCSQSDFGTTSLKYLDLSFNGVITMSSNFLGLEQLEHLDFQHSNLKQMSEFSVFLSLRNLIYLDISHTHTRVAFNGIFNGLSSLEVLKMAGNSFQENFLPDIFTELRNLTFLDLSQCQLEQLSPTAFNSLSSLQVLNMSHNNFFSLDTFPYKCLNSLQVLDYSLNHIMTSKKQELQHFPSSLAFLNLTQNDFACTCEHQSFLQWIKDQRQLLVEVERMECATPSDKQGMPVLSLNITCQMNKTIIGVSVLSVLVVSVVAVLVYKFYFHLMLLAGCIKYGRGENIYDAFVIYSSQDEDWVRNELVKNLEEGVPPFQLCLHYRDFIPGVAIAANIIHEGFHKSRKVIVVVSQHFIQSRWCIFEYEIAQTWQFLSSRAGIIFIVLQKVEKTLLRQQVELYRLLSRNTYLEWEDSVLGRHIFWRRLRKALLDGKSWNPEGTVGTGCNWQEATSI
Target sequence (Q99836 whole entry, looked up): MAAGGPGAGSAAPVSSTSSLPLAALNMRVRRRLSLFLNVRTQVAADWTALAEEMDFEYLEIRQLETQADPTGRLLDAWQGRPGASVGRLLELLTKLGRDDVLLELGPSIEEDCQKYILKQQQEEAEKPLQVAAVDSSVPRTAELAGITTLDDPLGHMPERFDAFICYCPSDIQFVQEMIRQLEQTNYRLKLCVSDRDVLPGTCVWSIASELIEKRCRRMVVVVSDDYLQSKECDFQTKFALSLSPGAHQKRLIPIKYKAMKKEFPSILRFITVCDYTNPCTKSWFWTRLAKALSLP
PPARg SRC-1 ag: PPARgamma agonists recruiting SRC-1 coactivator, primary screen, biochemical; Peroxisome proliferator-activated receptor gamma (Homo sapiens), P37231; PPARgamma-SRC-1 coactivator recruitment biochemical assay; activation, % at 8 µM; actives 0.41% (n = 200,000); AID 631, 2007; in the data active means activation above about 19%;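 further: 0% = DMSO and 100% = reference agonist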
L major viab: Leishmania major promastigote growth inhibition, primary screen | inhibition, % at 10 µM | actives 9% (n = 200,000) | Leishmania major promastigotes, resazurin fluorescence viability; in the data active means inhibition above about 50%;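 further: promastigotes grown with compound for 44 hours at 28 °C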
PPARg SRC-3 ag: PPARgamma agonists recruiting SRC-3 coactivator, primary screen, biochemical; actives 0.26% (n = 200,000); Peroxisome proliferator-activated receptor gamma (Homo sapiens), P37231; biochemical PPARgamma/SRC-3 coactivator recruitment assay; activation, % at 8 µM; in the data active means activation above about 23%;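 further: 0% = DMSO and 100% = reference agonist; some compounds past the cut are filed as inactive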
DTT redox prof: compounds producing H2O2 with reducing agent – biochemical, NIH compound library profiling, artefact control for MLSCN library redox annotation, primary screen; DTT-dependent redox cycling H2O2, phenol red/HRP absorbance; 100% = 100 µM peroxide control, 0% = buffer; activation, % at 10 µM; actives 0.03% (n = 200,000);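 active means activation of at least 50% relative to the plate's high and low controls in the primary single-dose screen; inactive means activation below 50%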;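 further: compound incubated with DTT at 0.8 mM final as the reducing agent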
PPARg SRC2 recr: agonists of PPARg-SRC-2 recruitment, primary screen, biochemical, HTS; Peroxisome proliferator-activated receptor gamma (Homo sapiens), P37231; PPARgamma LBD-SRC-2 recruitment; activation, % at 8 µM; AID 1032, 2008; actives 0.34% (n = 200,000); in the data active means activation above about 22%;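 further: 0% = vehicle and 100% = reference agonist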
ROMK mod: ROMK potassium channel modulators, primary screen, cell-based, thallium flux, MLSMR library; ATP-sensitive inward rectifier potassium channel 1 (Homo sapiens), P48048; Tet-inducible ROMK, thallium flux fluorescence; actives lie on both sides; B-score at 10 µM; actives 2% (n = 130,000); AID 1918, 2009;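 active means signal ratio slope over the read window, or its plate-corrected B-score, at least 3 SD from the plate mean, either direction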;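 further: B-score of the F/F0 ratio slope over 7 to 12 s after thallium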
bIAP act: bovine intestinal alkaline phosphatase activators, primary screen, biochemical, bovine IAP, CDP-star luminescence | alkaline phosphatase, intestinal [Bos taurus] | purified bovine IAP, 30 min; stronger effect = higher value; fold of DMSO-control signal, blank-subtracted | activation factor at 20 µM | actives 0.17% (n = 200,000) | AID 1016, 2008;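 active means activation factor of 2 or more at 20 µM, a signal rise over negative controls twice the positive control's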
S1P3 antagonist: S1P3 receptor antagonists, primary screen, cell-based. Sphingosine 1-phosphate receptor 3 (Homo sapiens), Q99500. CHO S1P3 NFAT-BLA reporter, FRET fluorescence, antagonist mode. inhibition, % at 4.98 µM. actives 0.27% (n = 170,000);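 active means inhibition above the plate cutoff, the mean inhibition of test wells on that plate plus 3 SD, cut at about 28% in these data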;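 further: cells challenged with S1P at its EC80 of 0.8 µM; blue over green emission ratio from cleaved BLA substrate after 4 h stimulation; 0% = S1P-stimulated wells and 100% = unstimulated DMSO-only wells; some compounds past the cut are filed as inactive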
bIAP inh: bovine intestinal alkaline phosphatase inhibitors, primary screen, selectivity assay for TNAP inhibitor project, biochemical, bovine IAP, CDP-star luminescence; alkaline phosphatase, intestinal [Bos taurus]; purified bovine IAP, 30 min; inhibition, % at 20 µM; 190,000 tested, under 10 active; AID 1019, 2008;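 active means over 50% inhibition of intestinal alkaline phosphatase at 20 µM in the single-dose screen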
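test system = bovine IAP enzyme | medium = DEA buffer 100 mM, pH 9.8, with MgCl2 1.0 mM, ZnCl2 0.02 mM | detection = luminescence | dosing = single compound dose of 20 µM, 2% DMSO final | incubation = 30 min reaction at room temperature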
The depositor's hits bear a star; · = not tested or not shown.

Values run as follows: TR-FRET SRC-2 ct, TLR4-MyD88 BLA, PPARg SRC-1 ag, L major viab, PPARg SRC-3 ag, DTT redox prof, PPARg SRC2 recr, ROMK mod, bIAP act, S1P3 antagonist, bIAP inh
> CCN(CC)C(=O)CN(C#N)c1nc(NC(C)C)nc(NC(C)C)n1
  1597, 4.4, 3.2, -6.1, 4.8, 0.1, -1.9, 0.344, 1, ·, 3.3
> CCOc1ccc2nc(N3CCCC(C(=O)NCCCN4CCOCC4)C3)sc2c1 (stereo not given)
  1635, -15.5, 8.6, -8.1, 7.0, -0.7, 2.7, ·, 1.1, -28.5, -11.3
> Cc1cc(NC(=O)C2Oc3ccccc3OC2C)no1 (stereo not given)
  1520, -5.4, 6.8, 10.6, 4.2, -0.3, -2.6, 0.665, 1, 5.5, 2.9
> COc1ccc(/C=N/N2CCN(C3c4ccccc4-c4ccccc43)CC2)cc1OC
  1372, -14.7, 2.3, 10.6, 5.5, 0.9, -0.5, ·, 1, -3.2, 3.4
> CC(Cc1cccs1)NC(=O)Nc1cccc(Cl)c1 (stereo not given)
  1373, 16.3, 5.4, 68.4*, -3.0, 0.4, 0.8, -2.82, 0.7, ·, 30.5
> COc1cc(C)c(CNc2cc(C)cc(C)c2)cc1C
  1529, -6.3, 1.5, -0.4, 5.9, -0.1, 7.4, 0.0823, 0.8, ·, 20.0
> CC(SCC(=O)Nc1ccc(S(=O)(=O)N2CCCCC2)cc1)C(=O)O (stereo not given)
  1546, 5.3, 6.1, -4.6, -4.2, 0.3, 0.1, 1.07, 1.1, -21.0, -9.9
> OC(CSc1ccccc1Cl)CN1CCN(c2ccccc2F)CC1 (stereo not given)
  1552, -1.8, -2.9, 64.4*, 0.8, 2.1, -9.7, ·, 0.9, ·, 8.3
> Cc1ccc(Nc2nc(-c3ccc(S(=O)(=O)N4CCOCC4)cc3)cs2)cc1Cl
  1470, -8.8, 0.9, 29.3, -2.0, 0.4, -5.6, ·, 0.9, 0.1, 7.4
> Cc1[nH]c2ccccc2c1CCNC(=O)c1ccc2c(c1[N+](=O)[O-])C(=O)c1ccccc1C2=O
  1647, -11.8, 2.0, 94.9*, 5.1, 35.2, 6.7, ·, 1, ·, -0.1
> COC(=O)c1sc(=S)sc1C(=O)OC
  1818, -11.4, -1.5, -3.5, 17.5, 0.0, 5.3, ·, 0.9, -1.6, 9.2
> N#CC1=C(N)Oc2ccc3ccccc3c2C1c1cccnc1 (stereo not given)
  1446, -10.3, 1.3, 88.0*, -1.0, -0.3, 4.8, 1.01, 0.9, -5.3, 9.6
> Cc1cc(NC(=O)Cc2ccccc2)nc2c1c(=O)oc1ccccc12
  1690, -7.4, 1.1, -1.5, -0.4, -0.7, 9.4, ·, 0.8, ·, 17.4
> Nc1ccnn1Cc1cccs1
  1524, -13.5, 5.6, -6.9, -1.0, 0.2, 10.3, ·, 0.4, -12.8, ·
> CSCCC(CO)NC(=O)OCc1ccccc1 (stereo not given)
  1596, -13.4, 8.6, -6.2, 2.3, 1.4, 10.0, 0.141, 1, ·, 0.8
> Cc1ccc(NC(=O)CCS(=O)(=O)c2ccccc2)cc1S(=O)(=O)N1CCOCC1
  1439, 2.5, -5.7, -3.3, 0.6, -0.1, 3.2, -0.0818, 1.2, -19.5, -18.0
> Cc1cc(NC(C)C)n2c(nc3ccccc32)c1C#N
  1626, -1.3, 2.7, 0.1, 0.2, -0.1, 5.8, 0.881, 1.1, 0.1, -11.6
> C=CCn1nnnc1-c1cccc(Cl)c1
  1612, 2.5, 6.3, 4.8, 1.0, -1.7, -1.5, 0.118, 1, -1.1, -3.0
> Cc1cc(C)n2c(SCc3nnc(-c4cccs4)o3)nnc2n1
  1508, -20.0, 1.8, 3.4, -2.5, 0.4, -2.3, 0.301, 1.1, -22.0, -11.4
> Cn1nc(-c2ccccc2)c2ncc(C(F)(F)F)cc21
  1825, -8.1, 13.5, 3.3, 4.3, -0.8, 12.5, 0.0462, 1.1, 6.3, -9.8

4 of the compounds above, field by field:
> CC(Cc1cccs1)NC(=O)Nc1cccc(Cl)c1 (stereo not given)
  TR-FRET SRC-2 ct: 1373 | TLR4-MyD88 BLA: 16.3 | PPARg SRC-1 ag: 5.4 | L major viab: 68.4* | PPARg SRC-3 ag: -3.0 | DTT redox prof: 0.4 | PPARg SRC2 recr: 0.8 | ROMK mod: -2.82 | bIAP act: 0.7 | S1P3 antagonist: · | bIAP inh: 30.5
> COc1cc(C)c(CNc2cc(C)cc(C)c2)cc1C
  TR-FRET SRC-2 ct: 1529 | TLR4-MyD88 BLA: -6.3 | PPARg SRC-1 ag: 1.5 | L major viab: -0.4 | PPARg SRC-3 ag: 5.9 | DTT redox prof: -0.1 | PPARg SRC2 recr: 7.4 | ROMK mod: 0.0823 | bIAP act: 0.8 | S1P3 antagonist: · | bIAP inh: 20.0
> CC(SCC(=O)Nc1ccc(S(=O)(=O)N2CCCCC2)cc1)C(=O)O (stereo not given)
  TR-FRET SRC-2 ct: 1546 | TLR4-MyD88 BLA: 5.3 | PPARg SRC-1 ag: 6.1 | L major viab: -4.6 | PPARg SRC-3 ag: -4.2 | DTT redox prof: 0.3 | PPARg SRC2 recr: 0.1 | ROMK mod: 1.07 | bIAP act: 1.1 | S1P3 antagonist: -21.0 | bIAP inh: -9.9
> OC(CSc1ccccc1Cl)CN1CCN(c2ccccc2F)CC1 (stereo not given)
  TR-FRET SRC-2 ct: 1552 | TLR4-MyD88 BLA: -1.8 | PPARg SRC-1 ag: -2.9 | L major viab: 64.4* | PPARg SRC-3 ag: 0.8 | DTT redox prof: 2.1 | PPARg SRC2 recr: -9.7 | ROMK mod: · | bIAP act: 0.9 | S1P3 antagonist: · | bIAP inh: 8.3

Additional results.
Values run as follows: TR-FRET SRC-2 ct, TLR4-MyD88 BLA, PPARg SRC-1 ag, L major viab, PPARg SRC-3 ag, DTT redox prof, PPARg SRC2 recr, ROMK mod, bIAP act, S1P3 antagonist, bIAP inh
> COc1nc(NC23CC4CC(CC(C4)C2)C3)nc(OC)n1
  1548, -4.6, -0.4, 24.8, 10.0, -0.6, 5.5, ·, 1, ·, 4.1
> Cc1ccc[n+](Cc2ccc([N+](=O)[O-])cc2)c1
  1804, -15.9, 4.8, -2.7, 6.8, -0.9, 4.1, 0.274, 1.1, 3.8, -5.0
> c1ccc2c(c1)oc1c(N3CCOCC3)ncnc12
  1578, -3.5, 5.0, -3.4, 11.5, 1.5, 8.4, ·, 0.9, 11.3, 13.1
> COc1ccc(N2CCN(C(=O)C(OC(C)=O)c3ccccc3)CC2)cc1 (stereo not given)
  1522, 3.6, -2.5, -2.6, 4.3, -0.3, 14.3, -0.00588, 1, 4.3, 3.0
> O=C(Nc1ccc(NC(=O)c2cc([N+](=O)[O-])ccc2N2CCOCC2)cc1)c1cccs1
  1609, 11.3, 7.1, -3.3, 1.5, 7.2, 8.2, -0.269, 1, 5.5, 2.1
> CC(C)[C@H](NC(=O)NCCc1ccc(Cl)cc1)C(=O)O
  1365, 12.6, -4.6, -0.8, -5.0, 0.0, -1.8, 0.871, 0.9, -6.0, 8.4
> CCc1cc2c(=O)c(-c3nc4ccccc4n3C)c(CCCC(=O)O)oc2cc1OC(=O)C(C)(C)C
  1544, 9.7, 1.8, -1.6, 0.9, -0.9, -4.4, ·, 1.1, -24.2, -6.4
> CCc1nnc(NC(=O)CSc2nc3ccccc3s2)s1
  1521, 0.1, 4.0, -11.5, 4.3, 10.0, 6.3, -0.533, 0.9, -16.5, 11.3
> CCn1c(Cc2ccccc2)nnc1SCC(=O)NC1CCCC1
  1574, 11.8, -4.2, -1.9, -0.8, -0.9, -3.8, -0.631, 0.9, 3.1, 13.9
> CC1(C)OC(=O)C(=NNc2ccc(Cl)cc2)C(=O)O1
  1572, 7.1, 0.0, -6.5, 0.4, -0.1, 8.5, -0.39, 1, ·, 4.7
> COc1ccc(NS(=O)(=O)c2cccc(C(=O)OCC(=O)Nc3cc(C)on3)c2)cc1
  1532, 4.7, -3.6, -0.6, 1.5, 2.0, -5.7, ·, 0.9, ·, 6.7
> COc1ccc(N2CCN(C(=O)CSc3ccccc3)CC2)cc1
  1639, -1.0, 3.7, -2.2, 2.4, -0.4, 11.8, ·, 1, -60.4, 1.0
> COc1ccc(OC)c(NC(=O)CSc2nc(N)c(-c3ccccc3)c(=O)[nH]2)c1
  1449, 15.2, -4.5, 0.0, 11.3, 0.4, 10.0, 1.46, 1, -1.0, 2.3
> CCOC(=O)CSc1nnc(Cc2ccc(OC)cc2)n1-c1ccccc1
  1542, -2.1, 0.4, -2.9, -2.3, 0.1, 6.4, 0.0985, 1, ·, 2.3
> Cc1ccc2[nH]c(=O)c(CN(CC3CCCO3)S(=O)(=O)c3cccc4nsnc34)cc2c1 (stereo not given)
  1352, -9.8, 1.4, 13.1, 6.2, -0.1, 3.5, -1.56, 1.2, -17.7, -15.3
> Cc1nnc2sc(-c3cccc(NC(=O)c4ccc(-c5cccc(Cl)c5)o4)c3)nn12
  1513, -7.7, -4.3, 98.2*, 10.7, -1.1, 1.4, ·, ·, -2.9, ·
> C=CCn1c(Cc2cccs2)nnc1SCC(=O)Nc1ccc(OC)c(OC)c1
  1609, -1.7, -2.0, 3.2, -6.8, 1.9, 5.2, ·, 1, -30.3, 4.8
> Cc1ccc(C(=O)CCC(=O)Nc2cccc(C(F)(F)F)c2)cc1C
  1530, -9.4, -0.8, -0.3, -11.6, 1.8, 8.7, ·, ·, ·, ·
> CC(C)Nc1nc(-c2ccccc2)nnc1-c1ccccc1
  1563, 4.5, -2.3, 38.8, -0.9, -0.3, -2.0, -0.096, 1, -4.5, 3.4
> COC(=O)/C=C1\SC(=NC(=O)c2ccc(C)cc2)NC1=O
  1560, 12.4, 3.8, 26.8, 4.9, 0.6, -6.8, -4.14*, 1.2, -5.5, -15.2
> C=CCNc1c2c(nc3ncnn13)CC(C)CC2 (stereo not given)
  1743, 9.4, 5.4, 11.0, 5.1, -2.2, 12.9, -0.749, 1.1, -18.0, -8.4
> CCC(c1nnnn1CCOC)N1CCN(Cc2ccccc2)CC1 (stereo not given)
  1509, 15.3, -4.8, -5.5, 4.7, -0.1, -1.8, ·, 0.9, -8.6, 6.7
> COc1cccc(-c2nnc(SCC(=O)OC(C)C)n2N)c1
  1644, -12.9, -2.0, -7.3, 5.0, 0.5, -0.6, ·, 0.9, 1.5, 7.3
